# PLC-beta3 inh – human PLC-beta3 inhibitors, primary screen, biochemical, fluorescence; 1-phosphatidylinositol 4,5-bisphosphate phosphodiesterase beta-3 (Homo sapiens), Q01970; Purified PLC-beta3, fluorogenic substrate; inhibition, % at 12.2 µM; hit rate 0.18% among 370,000; AID 720704, 2013; in the data active = inhibition above about 11%;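 also: 0% = median of compound wells on plate and 100% = full blocker control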
# PLC-gamma1 inh – PLC-gamma1 enzyme inhibitors, primary screen, biochemical, fluorescence, purified enzyme | 1-phosphatidylinositol 4,5-bisphosphate phosphodiesterase gamma-1 (Homo sapiens), P19174 | AID 720700, 2013 | inhibition, % at 12.2 µM | fluorogenic substrate | hit rate 0.84% among 370,000; in the data active = inhibition above about 9.5%
# Tn7 DDE FP – inhibitors of Tn7 peptide binding to fibrin DD(E), primary screen, biochemical, fluorescence polarization, human fibrin, Tn7 probe; Fibrinogen beta chain (Homo sapiens), P02675; FP displacement of FITC-Tn7 peptide from fibrin DD(E); 0% = median of compound wells per plate; inhibition, % at 8.3 µM; hit rate 0.13% among 370,000;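 active = inhibition above the mean of compounds falling within the control limits plus 3 SD of them, cut at about 14% in these data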;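 also: 0% = plate median of compound wells and 100% = 10 µM Aha-Tn7 peptide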
#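 System: human fibrin DD(E); quantity: Fibrin-DD(E) at 2 µM final; also added: fluorescent Tn7 probe at 0.1 µM; compound dosing: single nominal test concentration of 8.3 µM per compound; schedule: 10 min preincubation, 3 h with tracer, room temperature; detection: fluorescence polarization of the labelled Tn7 tracer; repeats: one replicate per compound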
# DDE Tn6 FP inh – inhibitors of Tn6 peptide binding to fibrin DD(E), primary screen, biochemical, fluorescence polarization, human fibrin, Tn6 probe. AID 720509, 2013. Fibrin DD(E) TRITC-Tn6 fluorescence polarization displacement. inhibition, % at 8.3 µM. hit rate 0.21% among 370,000;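 active = inhibition above a per-campaign cutoff: mean of compounds within control limits plus 3 SD, cut at about 15% in these data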;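 also: 0% = median of all compound wells on the plate and 100% = blocking peptide control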
# UHRF1 binding – UHRF1 methylated DNA binding inhibitors, primary screen, counter-screen for MBD2 inhibitor project, biochemical, TR-FRET, human UHRF1, single concentration | UHRF1 binding to methylated oligo | hit rate 0.75% among 370,000 | inhibition, % at 4.4 µM | E3 ubiquitin-protein ligase UHRF1 (Homo sapiens), Q96T88; in the data active = inhibition above about 21%;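 also: UHRF1 SRA domain binding a hemimethylated CpG hairpin DNA probe; 0% = median of test compound wells and 100% = reference inhibitor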
# MBD2 inh – inhibitors of MBD2 binding to methylated DNA, primary screen, biochemical, TR-FRET, DNA-binding domain, human. Methyl-CpG-binding domain protein 2 (Homo sapiens), Q9UBB5. MBD2 binding to methylated oligonucleotide. inhibition, % at 4.4 µM. hit rate 0.31% among 370,000. AID 686964, 2013; in the data active = inhibition above about 13%
# KLK7 zymogen act – proKLK7 zymogen activators, primary screen, biochemical, fluorescence intensity. Kallikrein-7 (Homo sapiens), P49862. purified proKLK7, EDANS-DABCYL substrate fluorescence; 100% is mature enzyme control, 0% vehicle. activation, % at 7 µM. hit rate 0.9% among 370,000. AID 652039, 2013;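 active = activation above the mean of all tested compounds plus 3 SD, computed per campaign excluding outliers beyond control limits, cut at about 13% in these data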
# Target sequence (P49862 whole entry, looked up): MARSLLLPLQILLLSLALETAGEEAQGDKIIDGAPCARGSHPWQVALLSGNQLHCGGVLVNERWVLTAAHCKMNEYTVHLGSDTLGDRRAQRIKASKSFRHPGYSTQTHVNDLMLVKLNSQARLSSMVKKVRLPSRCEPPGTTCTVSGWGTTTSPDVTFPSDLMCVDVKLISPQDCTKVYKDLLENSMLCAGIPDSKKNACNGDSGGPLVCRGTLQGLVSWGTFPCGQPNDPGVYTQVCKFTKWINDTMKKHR
# ADAM17 inh – ADAM17 inhibitors, primary screen, biochemical, QFRET; AID 720648, 2013; recombinant ADAM17, EDANS/DABCYL FRET peptide cleavage; hit rate 0.83% among 370,000; inhibition, % at 6.95 µM;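 active = inhibition above the mean of compounds lying between control limits plus 3 SD, set per campaign, cut at about 8.5% in these data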;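 also: 0% = DMSO-only wells as the low control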
# Target sequence (P78536 215-824 limits assumed): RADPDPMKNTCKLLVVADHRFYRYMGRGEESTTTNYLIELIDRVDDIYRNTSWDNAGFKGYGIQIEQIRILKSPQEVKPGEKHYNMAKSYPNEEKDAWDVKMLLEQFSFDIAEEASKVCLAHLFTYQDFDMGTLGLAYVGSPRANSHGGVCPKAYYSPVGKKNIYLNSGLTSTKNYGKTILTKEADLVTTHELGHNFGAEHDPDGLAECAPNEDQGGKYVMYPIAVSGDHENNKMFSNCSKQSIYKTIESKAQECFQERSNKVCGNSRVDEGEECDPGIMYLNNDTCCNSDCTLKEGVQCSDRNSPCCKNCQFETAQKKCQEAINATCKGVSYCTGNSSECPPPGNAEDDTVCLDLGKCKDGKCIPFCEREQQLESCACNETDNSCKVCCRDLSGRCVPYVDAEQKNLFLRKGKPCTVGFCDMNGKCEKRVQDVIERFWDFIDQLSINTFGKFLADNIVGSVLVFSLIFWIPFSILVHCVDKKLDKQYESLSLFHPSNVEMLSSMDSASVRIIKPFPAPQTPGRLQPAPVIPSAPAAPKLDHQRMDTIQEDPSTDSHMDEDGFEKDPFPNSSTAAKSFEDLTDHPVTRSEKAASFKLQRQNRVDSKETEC
# ARFGAP1 inhibitor – inhibitors of rat ARFGAP1 GAP activity, primary screen, biochemical, fluorescence polarization, GDP tracer | Arfgap1-stimulated ARF1 GTP hydrolysis, GDP FP detection | inhibition, % at 16.5 µM | hit rate 0.26% among 360,000 | AID 651572, 2012;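 active = inhibition above a per-plate limit, mean inhibition of low control wells plus 3 SD, cut at about 25% in these data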;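 also: 0% = DMSO wells with enzyme and 100% = wells lacking Arfgap1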
# Target sequence (Q62848 1-136 limits assumed): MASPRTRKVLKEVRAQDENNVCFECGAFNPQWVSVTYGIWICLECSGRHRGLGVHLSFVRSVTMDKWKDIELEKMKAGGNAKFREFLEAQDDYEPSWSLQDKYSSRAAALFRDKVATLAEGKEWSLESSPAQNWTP
#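 material = rat Arfgap1 catalytic domain, aa 1-136 | also added = human ARF1(Δ1-17)-GTP substrate | compound dosing = one concentration, 16.5 µM, DMSO 1.26% | times = GTP hydrolysis reaction 2 h at 25 °C | measured by = FP, GDP Alexa 633 tracer displaced from anti-GDP antibody, 620/688 nm | evaluation = percent inhibition of Arfgap1-stimulated GTP hydrolysis | replication = single well per compound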
# ASAP1 GAP inh – inhibitors of human ASAP1 ArfGAP activity, primary screen, biochemical, fluorescence polarization; AID 624377, 2012; Arf-GAP with SH3 domain, ANK repeat and PH domain-containing protein 1 (Homo sapiens), …; hit rate 0.19% among 360,000; inhibition, % at 16.5 µM; ASAP1-stimulated ARF1 GTP hydrolysis, GDP FP detection; in the data active = inhibition above about 25%;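 also: 0% = vehicle with enzyme and substrate and 100% = no enzyme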
# * hit, by the source's call; i = inactive.
molecule	PLC-beta3 inh	PLC-gamma1 inh	Tn7 DDE FP	DDE Tn6 FP inh	UHRF1 binding	MBD2 inh	KLK7 zymogen act	ADAM17 inh	ARFGAP1 inhibitor	ASAP1 GAP inh
O=C1NCCN1C(=O)C12CC3CC(CC(C3)C1)C2	0	-1	3	1	-1	0	0.1	0	-1	3
O=C(COC(=O)Cn1cnc2ccccc21)Nc1cccc(S(=O)(=O)N2CCOCC2)c1	2	2	-8	10	4	3	-0.5	2	-3	0
CN(C(=O)c1cccc(OC2CCN(S(=O)(=O)N(C)C)CC2)c1)C1CCOC1 (stereo unspecified)	1	0	4	2	-4	-2	0.1	-2	-4	3
O=C(Nc1ccc(N2CCN(c3ccc(O)cc3)CC2)cc1)Oc1ccccc1	1	0	-9	-5	-2	5	-0.5	1	-19	-14
CC1(C2CCC3(C)OC3C2)CO1 (stereo unspecified)	0	5	-7	9	-2	4	0.2	-1	0	-6
CN(C)C(=O)c1nc(C#N)c(N(C)C)o1	5	2	-2	4	-6	-2	0.4	-3	4	-6
CCCCOc1ccc(/C=N/NC(=S)Nc2cc(C)ccc2C)cc1	-5	-4	4	2	0	3	-0.4	-12	-4	-3
CC(C)N(C(=O)CSc1nnc(CN2CCCCCC2=O)n1-c1ccccn1)C(C)C	8	0	-7	-7	-2	-8	-0.7	2	-6	10
Cc1nc2ccccc2c(=O)n1NC(=O)c1ccccc1Br	2	1	-1	-7	2	-2	-0.6	1	-1	7
ClC(CCN1CCN(Cc2ccccc2)CC1)c1ccccc1 (stereo unspecified)	-7	3	-1	-3	-1	2	0.3	-4	4	10
CC[C@]1(C(=O)OC)[C@H]2C(=O)N(Cc3ccccc3)C(=O)[C@H]2[C@H]2CN=C(SCc3ccc(C)cc3)N21	0	1	-3	10	6	1	0.2	1	0	13
CC1CC(C)CN(C(=O)c2ccc3ccccc3c2)C1 (stereo unspecified)	1	2	-7	1	-1	-2	-0.1	0	17	13
COC(=O)c1ccc(Cn2c(C)c(C(=O)Nc3cccc(Oc4ccccc4)c3)sc2=O)o1	-11	-2	-1	-7	0	3	-0.3	7	1	12
COc1ccc(NC(C)=O)cc1S(=O)(=O)Nc1ccc(S(=O)(=O)N2CCCCC2)cc1	1	3	1	-4	1	-1	-0.9	-5	5	2
O=C(COC(=O)c1ccccc1[N+](=O)[O-])NCCCc1ccccc1	-8	1	-2	4	-1	7	0.3	-5	3	9
COC(=O)c1sccc1NC(=O)c1cc(OC)cc(OC)c1	-2	-2	-4	-2	-1	0	-0.7	-2	-7	6
CCCn1cnc2c(SCc3ccccc3Cl)nc(N)nc21	3	5	-5	0	3	0	-0.3	1	2	15
COc1ccc(C2CC(c3ccccc3)Nc3nc(NC(=O)c4ccco4)nn32)cc1 (stereo unspecified)	-31	-23	-3	0	0	1	-3.4	-33	1	3
COc1ccc2nc(NC(=O)CSC(C)C(=O)Nc3cc(C)on3)sc2c1 (stereo unspecified)	-5	1	-3	-2	-1	-5	-0.2	-2	20	2
O=C(NCC1CCCO1)C(Cc1ccccc1)N1C(=O)C2C3C=CC(C4CC34)C2C1=O (stereo unspecified)	6	3	-9	-4	1	3	-0.3	-1	4	9
CCS(=O)(=O)Nc1ccc(C2=NN(C(=O)c3ccco3)C(c3ccco3)C2)cc1 (stereo unspecified)	-38	-24	-1	3	-1	-2	-0.6	-5	1	24
CC(C)Cn1c(N)c(C(=O)COC(=O)C2CCCCC2)c(=O)n(C)c1=O	0	-1	0	0	-2	-2	-0.1	-2	-4	-6
Cc1sc(NC(=S)NC(=O)c2ccco2)c(C#N)c1C	-7	2	0	-11	6	4	-0.4	-5	7	0
Cc1c(Cl)c(C(=O)NNC(=S)NCc2ccco2)nn1C	0	0	2	6	-1	-6	-0.1	-6	10	1
CC(C)c1ccc(NC(=O)C2CCN(C(=O)[C@@H]3Cc4ccccc4CN3)CC2)cc1	-4	2	-5	-3	0	-3	0.2	-1	1	-1
O=C(Nc1ccc(-c2csnn2)cc1)C1CC1	-7	3	4	-4	1	3	-0.6	-2	-6	-10
CCCNS(=O)(=O)c1cccn1-c1ncc(C(F)(F)F)cc1Cl	4	3	-2	-6	5	1	-0.3	-3	12	4
CCOc1ccc(/C=C2/Sc3ccc(C(=O)NCC4CCCO4)cc3N(C)C2=O)cc1OC (stereo unspecified)	-51	-30	-5	-5	-2	-1	-0.8	-4	-9	18
O=C(c1ccc(OC2CCN(CCc3ccccc3)CC2)cc1)N1CCCCC1CCCO (stereo unspecified)	3	8	-9	3	4	-1	0.1	3	-1	-6
CC1CCCCN1CCNC(=O)C1CCN(S(=O)(=O)c2cccc3nsnc23)CC1 (stereo unspecified)	-9	2	-5	-1	0	0	-0.1	3	-19	-4
CN(C)C(=O)CSc1nc(-c2ccccc2)nc2c1CCCC2	-3	1	4	3	-1	-4	-0.1	-2	-20	-12
COc1ccc(C(CNC(=O)CN(C)S(=O)(=O)c2ccc(C)cc2)N2CCCC2)cc1 (stereo unspecified)	0	-3	-11	-8	0	0	0.5	-3	10	-8
O=C(c1ccc2nc3ccccc3c(=O)n2c1)N1CCN(Cc2ccc3c(c2)OCO3)CC1	i	i	-1	-6	-1	9	-7.8	i	-1	4
O=C(Nc1ccc(S(=O)(=O)NC2=NCCCCC2)cc1)c1ccc2ccccc2n1	-12	-2	10	1	-3	-6	-0.5	-7	4	4
O=C(CNCc1ccncc1)Nc1cc(S(=O)(=O)N2CCCCC2)ccc1Cl	-11	-1	2	5	4	-1	-0.6	-5	18	-6
COCCNC(=S)N/N=C/c1c(C)[nH]c2ccccc12	-16	-14	-3	-3	-5	-1	-0.6	7	-7	7
O=C(CSc1nc2ccc(Nc3nc(N4CCCC4)nc(N4CCCC4)n3)cc2s1)NCc1ccco1	-1	0	2	-3	3	2	1.0	-4	-8	-4
O=C(CN1C(=O)NC2(CCc3ccccc32)C1=O)Nc1ccccc1OC(F)F (stereo unspecified)	-3	-1	3	12	-1	1	0.5	-2	-7	-14
O=C(N/N=C\c1ccc(Cl)cc1)C1=NOC2COC3(CCN(c4ccc([N+](=O)[O-])cc4)CC3)OCC12 (stereo unspecified)	13*	14*	0	-6	1	-1	-0.4	8	10	12
COc1ccc(C)cc1Cn1nnc2ccccc21	-1	2	-3	0	0	2	-0.2	-7	5	-2

# Another view of part of the listing above.
> O=C1NCCN1C(=O)C12CC3CC(CC(C3)C1)C2
  PLC-beta3 inh: 0 | PLC-gamma1 inh: -1 | Tn7 DDE FP: 3 | DDE Tn6 FP inh: 1 | UHRF1 binding: -1 | MBD2 inh: 0 | KLK7 zymogen act: 0.1 | ADAM17 inh: 0 | ARFGAP1 inhibitor: -1 | ASAP1 GAP inh: 3

> O=C(COC(=O)Cn1cnc2ccccc21)Nc1cccc(S(=O)(=O)N2CCOCC2)c1
  PLC-beta3 inh: 2 | PLC-gamma1 inh: 2 | Tn7 DDE FP: -8 | DDE Tn6 FP inh: 10 | UHRF1 binding: 4 | MBD2 inh: 3 | KLK7 zymogen act: -0.5 | ADAM17 inh: 2 | ARFGAP1 inhibitor: -3 | ASAP1 GAP inh: 0

# New compounds follow
molecule	PLC-beta3 inh	PLC-gamma1 inh	Tn7 DDE FP	DDE Tn6 FP inh	UHRF1 binding	MBD2 inh	KLK7 zymogen act	ADAM17 inh	ARFGAP1 inhibitor	ASAP1 GAP inh
C=CCn1c(SCC(=O)Nc2cc(NC(C)=O)ccc2OC)nnc1-c1ccccn1	2	1	4	-7	6	12	-0.2	-3	15	-1
COc1ccc(N(C(=O)/C=C/c2ccc(OC)c(OC)c2)C2=CC3CCC(C2)N3C)cc1 (stereo unspecified)	1	1	-4	4	-4	-3	0.3	1	1	5
Cc1ccccc1OCc1nnc(SCC(=O)Nc2ccc(N3CCOCC3)c(Cl)c2)n1C	3	1	5	10	-2	-7	0.5	-2	-2	16
CC(=O)Nc1ccc(Nc2cc(C)nc3ccccc23)cc1	-2	2	-2	-7	0	2	0.3	3	13	-4
CC(=O)Nc1ccc(-c2cc(C(=O)O)c3cc4ccccc4cc3n2)cc1	-52	-45	-12	-3	1	-5	1.2	-49	1	-4
CC(=O)NC12CC3CC(C1)CC(C(=O)N1CCN(c4ncccn4)CC1)(C3)C2	-7	-1	6	-7	-4	-3	-0.1	-9	10	-3
COc1ccccc1Cc1c(C(C)(C)C)nc2c(C)cc(Br)cn12	-44	-34	8	14	23*	2	0.8	-12	0	3
Cc1cccc(C)c1NC(=O)C1CCCNC1 (stereo unspecified)	0	1	-4	-11	2	0	-0.8	1	5	-2
COc1ccc2c(c1)c(=O)oc1cc(OCC(=O)NC3CCCCC3)ccc12	-21	-13	0	-11	25*	10	-2.9	-31	5	-5
CN1CCCCC1CCN1c2ccccc2Sc2ccc(S(C)=O)cc21 (stereo unspecified)	-248	-211	3	-3	-3	3	10	-18	4	-5
Cn1c(=S)oc2ccccc21	-7	4	-1	6	2	1	1.1	0	-1	-14
COc1cc(NC(=O)c2sc3ncn(CC(=O)N4CCCCC4)c(=O)c3c2C)cc(OC)c1OC	-9	1	-2	2	1	-1	1.0	-3	1	5
COc1cccc(NC(=O)CNc2cc(S(=O)(=O)N3CCOCC3)ccc2N2CCCC2)c1	-6	-9	-7	7	4	1	-0.2	1	0	5
Cc1cc(NC(=O)CN2C(=O)C3CC=CCC3C2=O)no1 (stereo unspecified)	3	6	1	7	3	3	0.0	1	-8	7
CC1CCN(C(=O)c2ccc(S(=O)(=O)Cc3ccccc3F)c([N+](=O)[O-])c2)CC1	6	9	2	1	0	-3	0.1	-1	10	-4
COc1cc(/C=C/c2ccc3cccc(O)c3n2)cc(Cl)c1OC	-24	-12	7	-7	-2	-1	0.6	-5	1	-7
COc1cc(C2=NOC(C(=O)NCc3ccco3)C2)cc(OC)c1OC (stereo unspecified)	5	6	-5	-2	4	-2	0.5	3	3	-1

# From PubChem BioAssay
